Assay outcomes as filed in PubChem.
Kir21 block: blocks the mouse Kir2.1 inward-rectifier potassium channel | P35561 | 310,000 tested, 0.85% active | HEK293-Kir2.1, FluxOR thallium flux fluorescence; stronger effect = lower value | B-score at 10 µM;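 active = fluorescence ratio B-score at or below minus 3 SD of library scores, with starting-brightness B-score within 2 SD, cut at about -4.2 in these data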;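 note: channel flux triggered by added potassium and thallium sulfate stimulus; B-score of peak minus minimum fluorescence over baseline after thallium stimulus; more negative B-score means stronger Kir2.1 block with less thallium influx; some compounds called inactive have numbers as strong as hits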
Target sequence (P35561 whole entry, looked up): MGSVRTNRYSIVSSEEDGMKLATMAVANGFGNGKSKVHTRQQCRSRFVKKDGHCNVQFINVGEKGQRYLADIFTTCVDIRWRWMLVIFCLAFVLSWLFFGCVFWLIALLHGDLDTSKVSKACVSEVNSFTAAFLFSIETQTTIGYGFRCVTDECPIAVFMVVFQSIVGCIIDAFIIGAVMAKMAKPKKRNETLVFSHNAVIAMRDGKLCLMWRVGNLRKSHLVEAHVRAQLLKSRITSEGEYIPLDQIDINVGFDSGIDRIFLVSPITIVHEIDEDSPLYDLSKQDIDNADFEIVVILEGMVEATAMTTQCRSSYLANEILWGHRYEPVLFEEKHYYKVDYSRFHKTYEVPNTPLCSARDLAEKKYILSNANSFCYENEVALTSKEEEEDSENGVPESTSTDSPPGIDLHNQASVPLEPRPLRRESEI
CHT block: inhibitors of human choline transporter CHT; B-score at 10 µM; AID 488975; Q9GZV3; 310,000 tested, 0.86% active; CHT-expressing cells, membrane potential dye, choline response; stronger effect = lower value;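 active = B-score over 3 SD under the library average, and starting fluorescence ratio not unusually high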;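 note: choline stimulus applied at its EC90 after an EC20 pre-addition; B-score computed on integrated fluorescence ratio after choline addition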
Target sequence (Q9GZV3 whole entry, looked up): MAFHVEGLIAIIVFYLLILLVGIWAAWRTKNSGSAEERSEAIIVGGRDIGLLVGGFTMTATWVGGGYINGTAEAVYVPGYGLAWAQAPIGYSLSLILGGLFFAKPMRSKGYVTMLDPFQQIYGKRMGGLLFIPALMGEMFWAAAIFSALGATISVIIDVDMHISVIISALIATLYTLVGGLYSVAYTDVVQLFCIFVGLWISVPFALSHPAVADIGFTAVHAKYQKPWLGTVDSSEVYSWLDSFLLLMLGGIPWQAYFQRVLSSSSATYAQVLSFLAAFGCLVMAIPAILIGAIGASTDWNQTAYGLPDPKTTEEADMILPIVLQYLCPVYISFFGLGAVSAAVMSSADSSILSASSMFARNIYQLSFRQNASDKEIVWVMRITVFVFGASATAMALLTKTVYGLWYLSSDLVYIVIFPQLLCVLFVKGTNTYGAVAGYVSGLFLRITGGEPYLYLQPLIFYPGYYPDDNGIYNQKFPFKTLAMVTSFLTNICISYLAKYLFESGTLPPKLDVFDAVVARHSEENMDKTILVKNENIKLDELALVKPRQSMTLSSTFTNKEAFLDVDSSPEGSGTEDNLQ
The depositor's hits bear a star; i = inactive; . = not tested or not shown.

SMILES	Kir21 block	CHT block
O=S(=O)(Cc1ccccc1)NCCc1cccc(Cl)c1	-0.39	i
O=C/C=C/c1coc2ccc3ccccc3c2c1=O	0.61	i
O=C1c2ccccc2NC(c2ccc(O)cc2)N1/N=C/c1ccc(O)cc1 (stereo unspecified)	-0.9	i
COc1ccc(-c2noc3c2-c2nc(-c4ccccc4Cl)sc2CC3)cc1	-1.5	i
COc1cccc2cc3c(=O)oc4ccccc4c3nc12	2.1	i
C#CCOCCOCCOCCNc1nc(N2CCN(C(=O)[C@H](CCCCN)n3cc([C@@H](N)CO)nn3)CC2)nc(N2CCN(C(=O)[C@H](Cc3cc4ccccc4[nH]3)n3cc([C@@H](N)Cc4ccc(O)cc4)nn3)CC2)n1	0.02	i
Cc1csc(NC(=O)CSc2nncs2)n1	-0.17	i
OC(COc1ccc(CN2CCCCO2)cc1)CN1CCCCC1 (stereo unspecified)	-0.67	i
O=C(Cn1cnc2ccccc21)N/N=C/c1cccs1	0.27	i
Cc1cccc(NS(=O)(=O)Cc2ccccc2)c1C	0.83	i
CNc1nc(NCc2ccccc2)nc(N)c1[N+](=O)[O-]	0	i
CCN(CCO)c1nc(N2CCCCC2)c2cnn(C)c2n1	1.7	i
Cc1cccc(N(CC(=O)Nc2c(C)n(C)n(-c3ccccc3)c2=O)S(C)(=O)=O)c1	-0.05	i
CC(C)(C)NC(=O)c1ccc(COc2ccc(Cl)cc2Cl)o1	-0.31	i
COc1cc(CNCc2ccccn2)ccc1OCC(=O)NC(C)(C)C	-0.72	i
NC(=O)c1cccn1Cc1cccc(Cl)c1	-1.5	i
Cc1ccc2nc(NC(=O)C(NS(=O)(=O)c3cccc4nsnc34)C(C)C)sc2c1 (stereo unspecified)	-0.34	i
C=CCn1c(SCC(N)=O)nc2scc(-c3ccc(C)o3)c2c1=O	-0.2	i
CC(=O)Nc1cccc(C(=O)N/N=C/c2ccc(F)cc2)c1	1.2	i
CCc1sc(C(=O)Nc2ccc(NC(C)=O)cc2)cc1C	1.7	i
CCn1nc(C)c(CNC(=O)C2CCC(=O)N(Cc3ccc(Cl)cc3)C2)c1C (stereo unspecified)	-0.03	i
Cc1nc2ncnn2c(C)c1CCC(=O)NCc1ccco1	-0.39	i
CCn1c(CNc2ccc(Cl)cc2)nnc1SCC(=O)NCc1ccccc1	-0.21	i
Cc1ccnc(NC(=O)c2cc3c(=O)oc4ccc(C)cc4c3s2)c1	-0.59	i
CC(=O)N1CC2(c3ccccc3)CN(C(C)=O)CC(c3ccccc3)(C1)C2=O	1.1	i

At a glance, some entries already given.
SMILES	Kir21 block	CHT block
O=S(=O)(Cc1ccccc1)NCCc1cccc(Cl)c1	-0.39	i
O=C/C=C/c1coc2ccc3ccccc3c2c1=O	0.61	i
O=C1c2ccccc2NC(c2ccc(O)cc2)N1/N=C/c1ccc(O)cc1 (stereo unspecified)	-0.9	i
COc1ccc(-c2noc3c2-c2nc(-c4ccccc4Cl)sc2CC3)cc1	-1.5	i
COc1cccc2cc3c(=O)oc4ccccc4c3nc12	2.1	i
C#CCOCCOCCOCCNc1nc(N2CCN(C(=O)[C@H](CCCCN)n3cc([C@@H](N)CO)nn3)CC2)nc(N2CCN(C(=O)[C@H](Cc3cc4ccccc4[nH]3)n3cc([C@@H](N)Cc4ccc(O)cc4)nn3)CC2)n1	0.02	i

The results go on:
SMILES	Kir21 block	CHT block
Cn1c(SCC(=O)Nc2ccc3c(c2)OCCO3)nnc1-c1ccco1	-1.7	i
COc1ccc(NC(=O)CCCCC(=O)Nc2ccc(OC)cc2OC)c(OC)c1	1.1	i
COc1ccc(NC2CCCN(C(=O)c3csc(C)n3)C2)cc1 (stereo unspecified)	0.79	i
CSCCC(NC(=O)c1ccccc1)C(=O)NC1CC1 (stereo unspecified)	-2.3	i
CCCC(=O)Nc1c2c(nn1-c1ccc(OC)cc1)CS(=O)C2 (stereo unspecified)	-0.63	i
CCCNC(=O)N1CCC(c2ccc3c(c2)OCO3)CC1	1.1	i
COC(=O)N/N=C/c1cccc([N+](=O)[O-])c1	1.9	i
CCN(C(=O)COC(=O)CNC(=O)C12CC3CC(CC(C3)C1)C2)C1CCS(=O)(=O)C1 (stereo unspecified)	0.3	i
NNC(=O)c1cc(-c2ccco2)[nH]n1	1.2	i
Cc1c(C)c2ccc(OCc3ccc(C(=O)O)o3)c(C)c2oc1=O	-2	i
Cc1nc2ncccn2c1-c1csc(NCc2ccco2)n1	-1.5	i
CC(C)(C)c1ccc2c(c1)OC(C(=O)N/N=C\c1ccncc1)CO2 (stereo unspecified)	0.18	i
Cc1ccc(-c2nnc(SCC#CCOC(=O)c3cccs3)o2)cc1	-0.53	i
CCc1ccc(S(=O)(=O)Nc2cccc(-c3ccc4nnc(C)n4n3)c2)s1	0.26	i
CCCOc1ccc(/C=c2\sc3nc(-c4ccco4)nn3c2=O)cc1OCC	-1.1	i
CCOC(=O)c1[nH]c(=O)[nH]c1COC(=O)c1cc2ccccc2o1	-1.1	i
O=S(=O)(NCC1CCCO1)c1ccc(S(=O)(=O)N(Cc2ccccc2F)C2CCCCC2)cc1 (stereo unspecified)	1.4	i
COc1ccc(C(CC(=O)Nc2ncccc2C)N2Cc3ccccc3C2=O)cc1 (stereo unspecified)	1.1	i
Cn1c(SCCC(=O)O)nnc1-c1ccncc1	-1.7	i
O=C(CSc1nnc(-c2cccnc2)n1Cc1ccco1)c1ccc(Cl)cc1	-3.5	i
COc1ccccc1CNS(=O)(=O)c1cc2c3c(c1)CCC(=O)N3CCC2	-0.67	i
O=C(CN1C(=O)COc2ccc(S(=O)(=O)N3CCCC3)cc21)N1CCCC1	0.1	i
CC1=NOC(=O)/C1=C\c1ccc2c(c1)OCO2	0.65	i
COc1ccc(S(N)(=O)=O)cc1C(=O)N1CCCC1	-0.26	i
COc1ccc(-c2noc(-c3ccccc3C(=O)NCc3ccco3)n2)cc1	-0.04	i

In the list so far, these contain a nitro group on carbon.
SMILES	Kir21 block	CHT block
CNc1nc(NCc2ccccc2)nc(N)c1[N+](=O)[O-]	0	i
COC(=O)N/N=C/c1cccc([N+](=O)[O-])c1	1.9	i

The listing continues.
SMILES	Kir21 block	CHT block
FC(F)Sc1ccc(NC2=NCCCCC2)cc1	0.86	i
CC(=O)Nc1cccc(NC(=O)c2ccc3c(c2)CCN3S(=O)(=O)c2ccccc2)c1	-2.2	i
Cc1cc(C)nc(NS(=O)(=O)c2ccc(NC(=O)c3ccco3)cc2)n1	2	i
COc1ccc(C(Sc2ccccc2)c2ccccc2)cc1OC (stereo unspecified)	1.2	i
CCN1C(=O)C(O)(CC(=O)c2cccc(-n3cccc3)c2)c2ccccc21 (stereo unspecified)	1.1	i
Cc1ccc(NS(=O)(=O)c2cccc(C(=O)N(C)Cc3cccs3)c2)cc1	-0.69	i
Cc1cccc(C(=O)NC2CCN(CC(=O)N3CCOCC3)CC2)c1	-0.72	i
O=C(Nc1cccn2ncnc12)c1ccc(Cl)cc1	-0.77	i
Cc1ccnc(NC(=O)c2cccc(NC(=O)COc3ccccc3)c2)c1	0.08	i
Cc1noc(NS(=O)(=O)c2ccc(NC(=O)CCn3c(=O)oc4ccccc43)cc2)c1C	-0.39	i
COc1ccc(CN2CCNC(=O)C2CC(=O)N(C)Cc2nccs2)c(OC)c1 (stereo unspecified)	-0.74	i
COc1cc(C)c(Br)cc1S(=O)(=O)NCCCN1CCOCC1	-0.43	i
Cc1ccc2[nH]c(=O)c(CN(c3cccc(C)c3C)S(=O)(=O)c3ccccc3)cc2c1	0.18	i
O=C(NC1CCCC1)C(c1cccs1)N(CC1CCCO1)C(=O)Cc1cccs1 (stereo unspecified)	-2.5	i
CCOC(=O)C1CCCN(C(=O)Cn2c(=O)c3cccn3c3cccnc32)C1 (stereo unspecified)	1.5	i
CCOc1ccc(NC(=O)CN(C)C(=O)c2ccc3c(c2)C(=O)N(CCC(C)C)C3=O)cc1OCC	0.23	i
COC(=O)CNC(c1ccccc1Cl)c1cc(Br)ccc1NC(=O)CCN1CCOCC1 (stereo unspecified)	-0.14	i
CC1(C)NC(=O)N(CC(O)Cn2c3ccccc3c3ccccc32)C1=O (stereo unspecified)	0.76	i
COC(=O)c1sc(-c2ccccc2)cc1NC(=O)C1CC1	-0.13	i
CC(=O)c1ccc(NC(=S)N2CCCC2)cc1	1.9	i
CCOCC(=O)Nc1cc(C(=O)Nc2cccc(C)c2C)ccc1Cl	0.68	i
Cc1cccc(NS(=O)(=O)c2ccc(C)c(C(=O)NCc3ccncc3)c2)c1	-0.07	i
COc1ccc(S(=O)(=O)Nc2cccc(-n3cnnn3)c2)cc1OC	-1.2	i
Cc1ccc(/C(O)=C/c2nc3ccccc3oc2=O)cc1	0.45	i
O=C(O)c1ccc(SCc2cnc(Cl)s2)cc1	1	i
SMILES	Kir21 block	CHT block
CCOc1ccc2oc(C(=O)OCC(=O)NC(=O)NC)c(C)c2c1	-0.03	i
O=C(CN(C(=O)CCC(=O)Nc1nccs1)c1ccc(F)cc1)NCc1ccc(F)cc1	0.42	i
Cc1ccccc1NC(=S)NC1(C)CCS(=O)(=O)C1 (stereo unspecified)	0.84	i
COc1cccc(OCC(=O)NC2CCCCC2)c1	0.14	i
COc1ccc2nc(NC(=O)C3CCCN3S(=O)(=O)c3ccc(C)cc3)sc2c1 (stereo unspecified)	0.15	i
COC(=O)CCC(=O)OC1(C)C(=O)C=C2C=C(C3CC3)N(C3CC3)C=C2C1=O (stereo unspecified)	2.5	i
CC(C)(C)OC(=O)N1CCCN(C(=O)Nc2ccc(C(F)(F)F)cc2)CC1	0.22	i
O=C(NCCc1ccc(Cl)cc1)C1CCN(S(=O)(=O)N2CCCC2)CC1	0.48	i
CCCCc1nnc(NC(=O)C=C(C)C)s1	1.3	i
CCn1cc(C(=O)O)c(=O)c2cc(F)c(N3CCN(C(=O)Nc4ccccc4)CC3)cc21	-0.13	i
COCCCNC(=O)c1cccn2c(=O)c3cc4ccccc4cc3nc12	0.72	i
COc1ccc(C2=Nn3c([n+](C)c4ccccc43)SC2)cc1	2.2	i
Cc1cc(O)c(/C=N/OCc2ccc(Cl)cc2Cl)c(=O)o1	0.51	i
COc1cccc(NC(=O)c2nn(C34CC5CC(CC(C5)C3)C4)cc2[N+](=O)[O-])c1	-0.03	i
O=C(NC1CC2CCCC(C1)N2C(=O)NCc1ccccc1)C1CC1 (stereo unspecified)	-0.32	i
O=[N+]([O-])c1ccc2nc(C3CCCCC3)[nH]c2c1	1.2	i
Cc1cc2c(c(=O)n1CCN(C)C)C(c1ccccc1Br)C(C#N)=C(N)O2 (stereo unspecified)	-1.8	i
CC(=Nc1cc(C(=O)c2ccccc2)ccc1N)C1=C(O)CC(C)(C)CC1=O	-0.75	i
CCOC(=O)c1c(NC(=O)Cn2cnc([N+](=O)[O-])n2)sc(C)c1C	0.12	i
O=C1C(=Cc2ccco2)C(=O)c2ccccc21	0.78	i
CCC(C)NC(=O)CNS(=O)(=O)c1ccc(C)cc1 (stereo unspecified)	1.7	i
COc1cc(/C=C/C(=O)OCC(=O)NCCc2ccccc2)cc(OC)c1OC	-0.53	i
Cc1nc2ccccc2c2oc(C(=O)N3CCC(N4CCCCC4)CC3)cc12	.	i
Cc1ccc(NC(=O)CCCCCNS(=O)(=O)c2ccc(C)cc2)cc1	-0.02	i
COc1ccc(/C=C/C(=O)c2ccc(Cl)s2)cc1O	-1.1	i

Complete entries as entered above:
CCOc1ccc(NC(=O)CN(C)C(=O)c2ccc3c(c2)C(=O)N(CCC(C)C)C3=O)cc1OCC is listed as Kir21 block: 0.23; CHT block: i
CC(=Nc1cc(C(=O)c2ccccc2)ccc1N)C1=C(O)CC(C)(C)CC1=O is listed as Kir21 block: -0.75; CHT block: i
CC(=O)N1CC2(c3ccccc3)CN(C(C)=O)CC(c3ccccc3)(C1)C2=O is listed as Kir21 block: 1.1; CHT block: i

Later entries:
SMILES	Kir21 block	CHT block
O=C(NC(=O)N1CCCCCC1)c1ccccc1	-1.7	i
O=C(OCc1cccc(F)c1)c1ccc2c(=O)n3c(nc2c1)CCC3	1.1	i
C[C@@H]1NC(=O)N[C@@H]1CCCCCC(=O)O	0.99	i
O=C(CSc1ncccn1)Nc1ccc(N2CCOCC2)cc1	-1.9	i
Cc1ccccc1NC(=S)NC1CCCC1	0.11	i
Cc1ccc2c(c1)C1CC(C)(O2)N(c2cccc(C(=O)NC3CCN(Cc4ccccc4)CC3)c2)C(=O)N1 (stereo unspecified)	-0.13	i
Cc1ccccc1C(=O)Oc1cccc(Nc2ncnc3ccccc23)c1	-0.56	i
Cc1cc(C)n(-c2nnc(N3CCN(c4ccc(F)cc4)CC3)nn2)n1	-1.1	i
Cc1ccc(CN2CCC(n3nccc3NC(=O)C3CCOC3)CC2)cc1C (stereo unspecified)	-0.1	i
CCc1cccc(NC(=O)CCC(=O)N2CCSc3ccccc32)c1	-0.68	i
CCOc1ccc(/C=C(\C#N)C(=O)NCC2CCCO2)cc1OCC (stereo unspecified)	0.74	i
O=C(Nc1ccc(Cc2ccncc2)cc1)C1CCC(N2C(=O)C3C4C=CC(C5CC45)C3C2=O)CC1 (stereo unspecified)	3.8e-16	i
O=C(Cn1ccc2ccccc2c1=O)NCCC(=O)N1CCN(c2ccccc2)CC1	0.02	i
CCCCn1c(CN2CCN(C(=O)OCC)CC2)nc2c1c(=O)n(C)c(=O)n2C	0.53	i
Cc1cc(C)n(CCNC(=O)CC2C(=O)NCCN2Cc2ccccc2C(F)(F)F)n1 (stereo unspecified)	-0.08	-6.4*
CC(C)(C)OC(=O)N1CCC[C@H]1C(=O)Nc1ccc(Br)cc1	0.85	i
COc1ccc(NC(=O)Cc2c(C(=O)O)n(C)c3ccccc23)cc1OC	0.48	i
CNC(=O)c1ccccc1NC(=O)C1CC(=O)N(c2ccc(OC)cc2)C1 (stereo unspecified)	1.9	i
CCCNC(=S)N1CCC(NC(=O)C23CC4CC(CC(C4)C2)C3)CC1	-0.75	i
CCN1CCN(C(=S)Nc2ccccc2Cl)CC1	-0.25	i
